High-throughput results (PubChem BioAssay)
USP1 inh – Inhibitors of USP1/UAF1: Primary Screen. Ubiquitin carboxyl-terminal hydrolase 1 (Homo sapiens), O94782. recombinant USP1/UAF1, Ub-Rhodamine cleavage fluorescence. Potency, µM (highest dose often 57.1 µM), without a hit: top-dose activity change, negative = inhibition, usual class: inhibitors. 390,000 tested, 0.23% active; note: potency is the fitted concentration of half-maximal effect; % is set by controls: 0 for no effect and ±100 for the full control effect; nearly all actives have a fitted effect of over 60% in size; inactives centre near -12
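USP1/UAF1 complex at 1 nM was preincubated with compound for 15 min at room temperature, then Ub-Rho substrate (150nM final) was added. Fluorescence (480/540 nm) was read kinetically, 6 reads every 60 seconds.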
mIDH1 inhibitor – qHTS for Inhibitors of mutant isocitrate dehydrogenase 1 (IDH1): qHTS; Potency, µM (doses to about 76.6 µM), without a hit: top-dose activity change, negative = inhibition, hits mostly inhibitors; IDH1-R132H enzyme, NADPH consumption, diaphorase/resazurin fluorescence; AID 602179, 2012; 390,000 tested, 0.093% active; Isocitrate dehydrogenase [NADP] cytoplasmic (Homo sapiens), O75874; note: potency is the fitted concentration of half-maximal effect; % is set by controls: 0 for no effect and ±100 for the full control effect; nearly all actives have a fitted effect of over 65% in size
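IDH1-R132H (0.5 ug/mL) preincubated 30 min with compound, then NADPH (0.016 mM) and alpha-KG (2 mM) added; 80 min at RT, pH 7.5. Remaining NADPH coupled via diaphorase/resazurin to fluorescence (540/590 nm); concentration-response curves normalized to no-enzyme control.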
GRP78 ERSR act – qHTS for Inducers of the Endoplasmic Reticulum Stress Response (ERSR) in Human Glioma: qHTS; U87-MG GRP78 promoter luciferase reporter, 16 h; Potency, µM, for the others: at the highest dose activation, actives largely listed as activators; 420,000 tested, 0.02% active; AID 602332, 2012; note: potency is the fitted concentration of half-maximal effect; series mostly up to about 76 µM; % of control where 0% means no effect; nearly all actives have a fitted effect of over 35% in size
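ERSR induction read as luciferase luminescence (Bright-Glo, 10 min at room temperature) in stably transfected human U87-MG glioma cells exposed to compounds for 16 h, using GRP78 as sensor.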
Vif-A3F inh – qHTS for Inhibitors of Vif-A3F Interactions: qHTS | HeLa A3F-eYFP + Vif (tagged APOBEC3F with the HIV-1 protein that degrades it), YFP fluorescence increase | Potency, µM (top dose mostly 46.1 µM), for the others: at the highest dose activity, negative = active | 390,000 tested, 0.2% active | AID 602313, 2012; note: potency is the fitted concentration of half-maximal effect; % of control where 0% means no effect; nearly all actives have a fitted effect of over 65% in size
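Fluorescence increase (Ex 488/Em 500-530) after overnight compound treatment at 37 deg C flags inhibition of Vif-driven A3F-eYFP loss in stable HeLa A3F-eYFP/Vif cells seeded overnight beforehand.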
LDHA block – qHTS assay for inhibitors of human lactate dehydrogenase; AID 1347041, 2019; purified LDHA, NADH/diaphorase-resazurin fluorescence; hits give low values; L-lactate dehydrogenase A chain (Homo sapiens), P00338; 480,000 tested, 0.15% active; activity change, % (values are at about 110 or 230 µM); in the data active = activity change below about -30%; inconclusive = mostly about -25% to -30%;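 note: plate controls were DMSO wells for no effect and wells without enzyme for full effect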
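LDH5 2 nM; NADH 0.06 mM, pyruvate 0.2 mM; 200 mM Tris pH 7.4, EDTA, Tween-20; 5 min RT. Detection: diaphorase 0.133 mg/mL + resazurin 37 µM, fluorescence ex540/em590 at 0 and 20 min; normalized to enzyme-free and DMSO wells.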
PI4K2A block – qHTS for small molecular inhibitors of PI4K2A | purified PI4K2A, ADP-Glo luminescence, 1 h; hits give low values | activity change, negative = inhibition, % at 76.9 µM | 420,000 tested, 0.13% active | AID 1346378, 2018; in the data active = activity change below about -50%; inconclusive = mostly about -30% to -49%;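 note: -100% = wells without enzyme as full effect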
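ADP-Glo luminescence measured ADP generated by PI4K2A enzyme (4 ug/mL before mixing) with 1.2 mM PI substrate (pre-mix) and 300 microM ATP (pre-mix). Tris pH7.5 buffer with MgCl2, Triton X-100; 1 h reaction at ambient temperature.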
Vif-APOBEC3G blk – qHTS for Inhibitors of Vif-A3G Interactions: qHTS. DNA dC->dU-editing enzyme APOBEC-3G (Homo sapiens), Q9HC16. HeLa A3G-eYFP + Vif (tagged APOBEC3G with the HIV-1 protein that degrades it), YFP fluorescence, overnight. Potency, µM (series often up to 46.1 µM), inactives show at the top dose activity, negative = active, most hits filed as inhibitors. 410,000 tested, 0.076% active;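 note: potency is the fitted concentration of half-maximal effect; % is set by controls: 0 for no effect and ±100 for the full control effect; nearly all actives have a fitted effect of over 60% in size; hits raise eYFP signal because A3G escapes Vif-driven loss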
Target sequence (Q9HC16 whole entry, looked up): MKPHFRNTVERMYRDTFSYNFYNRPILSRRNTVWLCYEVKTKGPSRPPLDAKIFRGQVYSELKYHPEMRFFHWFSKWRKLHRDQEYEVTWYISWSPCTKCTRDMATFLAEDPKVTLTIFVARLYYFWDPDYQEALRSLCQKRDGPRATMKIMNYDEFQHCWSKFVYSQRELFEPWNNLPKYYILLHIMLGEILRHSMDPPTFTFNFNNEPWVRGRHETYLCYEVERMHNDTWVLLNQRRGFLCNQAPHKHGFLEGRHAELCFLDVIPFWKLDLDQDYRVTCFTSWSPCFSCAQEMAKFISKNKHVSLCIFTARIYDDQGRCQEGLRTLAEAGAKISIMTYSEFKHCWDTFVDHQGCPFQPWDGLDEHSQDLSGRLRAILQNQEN
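Read-out is eYFP fluorescence (Ex 488/Em 500-530) from Vif-expressing HeLa A3G-eYFP cells; more signal means A3G escaped Vif-mediated degradation. Cells plated overnight, compound pinned in, incubated overnight at 37 deg C.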
RXFP1 agonist – qHTS Assay for Agonists of the Relaxin Receptor RXFP1; HEK293T-RXFP1 cAMP TR-FRET, 30 min; response scale: percent of porcine relaxin response, buffer zero; Potency, µM (top dose mostly 57.5 µM), without a hit: top-dose activation, most hits filed as activators; 370,000 tested, 0.3% active; AID 2676, 2010; note: potency is the fitted concentration of half-maximal effect; % is set by controls: 0 for no effect and ±100 for the full control effect; nearly all actives have a fitted effect of over 60% in size; many of its hits are not listed in these tables
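HEK293T cells stably expressing RXFP1 were pretreated with the PDE4 inhibitor Ro 20174, exposed to compounds for 30 min at 37C, lysed, and cAMP was read by TR-FRET. Data normalized to buffer (basal) and 29 nM porcine relaxin (100%).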
TrxR1 substrate – qHTS Assay for Substrates of Mammalian Selenoprotein Thioredoxin Reductase 1 (TrxR1): qHTS | Thioredoxin reductase 1, cytoplasmic (Rattus norvegicus), O89049 | purified TrxR1 substrate turnover, NADPH consumption readout | Potency, µM (doses to about 114 µM), for inactives: at the highest dose activity change, negative = substrate turnover | 390,000 tested, 0.01% active; note: potency is the fitted concentration of half-maximal effect; % is set by controls: 0 for no effect and ±100 for the full control effect; nearly all actives have a fitted effect of over 50% in size
Target sequence (O89049 whole entry, looked up): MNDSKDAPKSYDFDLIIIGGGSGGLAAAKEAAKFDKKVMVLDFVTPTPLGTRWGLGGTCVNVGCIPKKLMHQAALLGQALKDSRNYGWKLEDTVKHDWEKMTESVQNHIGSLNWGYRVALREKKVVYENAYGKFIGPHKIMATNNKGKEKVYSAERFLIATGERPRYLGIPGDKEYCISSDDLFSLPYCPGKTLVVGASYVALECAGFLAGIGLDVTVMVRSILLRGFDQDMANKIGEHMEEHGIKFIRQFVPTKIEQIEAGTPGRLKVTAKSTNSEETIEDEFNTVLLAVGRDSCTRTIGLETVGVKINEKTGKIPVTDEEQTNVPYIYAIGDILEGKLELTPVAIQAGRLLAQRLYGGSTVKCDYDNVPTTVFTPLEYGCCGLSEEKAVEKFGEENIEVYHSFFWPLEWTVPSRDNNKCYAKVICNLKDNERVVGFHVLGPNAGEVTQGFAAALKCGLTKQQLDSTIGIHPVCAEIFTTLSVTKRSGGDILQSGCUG
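Rat TrxR1, dispensed at 90 nM, was prereduced with 400 uM NADPH (final) for 5 min at ~22 deg C, then incubated with compound 15 min before 400 uM selenite. A first-read NADPH fluorescence drop versus no-compound background flagged substrates.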
* marks the source's active call; other numbers are inactive results; [ ] = another dose, or the depositor's remark. Unless noted, calls come from the whole dose curve; as a rule, active = well fitted curve in the direction sought with a large enough effect; inconclusive = small, poorly fitted or top-dose-only effect, or another doubt; inactive = no such curve, though single readings can be large; an effect the other way counts as inactive or inconclusive.

What do the screens show for `O=C(CSc1nnc(-c2ccc(S(=O)(=O)N3CCOCC3)cc2)o1)c1ccccc1F`?
USP1 inh: -17%; mIDH1 inhibitor: 2%; GRP78 ERSR act: -1%; Vif-A3F inh: -10%; LDHA block: 2; PI4K2A block: -6; Vif-APOBEC3G blk: -3%; RXFP1 agonist: 1.5%; TrxR1 substrate: 11%

Results for O=C(O)CN1C(=O)NC2(CCCc3ccccc32)C1=O (centres undefined) ?
USP1 inh: -19%; mIDH1 inhibitor: 0%; GRP78 ERSR act: -5%; Vif-A3F inh: -26%; LDHA block: -16; PI4K2A block: -3; Vif-APOBEC3G blk: 3%; RXFP1 agonist: 1.9%; TrxR1 substrate: 3%

Results for CCOc1ccc(NC(=O)C/C(C)=N/NC(=O)c2cnccn2)cc1 ?
USP1 inh: -7%; mIDH1 inhibitor: 12%; GRP78 ERSR act: 1%; Vif-A3F inh: 2%; LDHA block: -6; PI4K2A block: 0; Vif-APOBEC3G blk: 2%; RXFP1 agonist: -4.0%; TrxR1 substrate: -1%

Results for CCNC(=O)C1(C)CCCN(C(=O)/C=C/c2ccccc2)C1 (centres undefined) ?
GRP78 ERSR act: 0%; LDHA block: -5; PI4K2A block: 6; Vif-APOBEC3G blk: -1%

What do the screens show for `Cc1cc(C)n2ncc(C(=O)NCc3cccnc3)c2n1`?
USP1 inh: 0%; mIDH1 inhibitor: -1%; GRP78 ERSR act: -7%; Vif-A3F inh: -2%; LDHA block: -2; PI4K2A block: -1; Vif-APOBEC3G blk: 0%; RXFP1 agonist: 4.2%; TrxR1 substrate: 43%[activator][57.1 µM]

How did CCN1C(=O)CSC1=NC1C2CC3CC(C2)CC1C3 (centres undefined) do in these assays?
USP1 inh: -27%; mIDH1 inhibitor: 4%; GRP78 ERSR act: -3%; Vif-A3F inh: -2%; LDHA block: 1; PI4K2A block: -9; Vif-APOBEC3G blk: -10%; RXFP1 agonist: 0.5%; TrxR1 substrate: 5%[57.1 µM]

What do the screens show for `Cc1ccc(S(=O)(=O)Cn2nnnc2CN2CCOCC2)cc1`?
USP1 inh: 0%; mIDH1 inhibitor: 3%; GRP78 ERSR act: -1%; Vif-A3F inh: -8%; LDHA block: -5; PI4K2A block: 1; Vif-APOBEC3G blk: 0%; RXFP1 agonist: 2.3%; TrxR1 substrate: 10%

Results for CN(C)/C=C(\C#N)C(=O)N/N=C/c1ccc(Cl)cc1 ?
USP1 inh: -7%; mIDH1 inhibitor: -11%; GRP78 ERSR act: 2%; Vif-A3F inh: 1%; LDHA block: -15; PI4K2A block: -2; Vif-APOBEC3G blk: 0%; RXFP1 agonist: -1.2%; TrxR1 substrate: -11%

What do the screens show for `COc1ccc(NC(=O)c2ccc(NC(=O)CN3CCN(c4ccc(O)cc4)CC3)cc2)cc1`?
USP1 inh: -23%; mIDH1 inhibitor: -6%; GRP78 ERSR act: inconclusive; Vif-A3F inh: -1%; LDHA block: 11; PI4K2A block: -30; Vif-APOBEC3G blk: 0%; TrxR1 substrate: -1%

How did O=C(CC1CCCC1)NCCS(=O)(=O)N1CCN(c2ccc(F)cc2)CC1 do in these assays?
USP1 inh: -15%; mIDH1 inhibitor: -3%; GRP78 ERSR act: -2%; Vif-A3F inh: -1%; LDHA block: -7; PI4K2A block: 0; Vif-APOBEC3G blk: 2%; RXFP1 agonist: -0.6%; TrxR1 substrate: 0%

What do the screens show for `CN1CCN(C(=O)C2CCN(c3ncc(C(F)(F)F)cc3Cl)CC2)CC1`?
USP1 inh: 6%; mIDH1 inhibitor: 20%; GRP78 ERSR act: 1%; Vif-A3F inh: 12%; LDHA block: -10; PI4K2A block: 1; Vif-APOBEC3G blk: 0%; RXFP1 agonist: 2.4%; TrxR1 substrate: 6%[57.1 µM]

Results for COc1cc(C(=O)NCCc2ccc(S(=O)(=O)N3CCCC3)cc2)cc(OC)c1OC ?
USP1 inh: -18%; mIDH1 inhibitor: 0%; GRP78 ERSR act: -2%; Vif-A3F inh: 0%; LDHA block: 1; PI4K2A block: -12; Vif-APOBEC3G blk: -1%; RXFP1 agonist: 0.9%; TrxR1 substrate: 6%

What do the screens show for `Cc1ccccc1-c1nc(CN2CCC(C(=O)NC3CCCCC3)CC2)c(C)o1`?
USP1 inh: -6%; mIDH1 inhibitor: -7%; GRP78 ERSR act: 0%; Vif-A3F inh: -3%; LDHA block: -2; PI4K2A block: -3; Vif-APOBEC3G blk: 0%; RXFP1 agonist: 0.8%; TrxR1 substrate: -3%

How did FC(F)(F)c1cccc(Cc2noc(CN3CCC(N4CCCCC4)CC3)n2)c1 do in these assays?
USP1 inh: -9%; mIDH1 inhibitor: -1%; GRP78 ERSR act: -5%; Vif-A3F inh: 19%; LDHA block: -2; PI4K2A block: 5; Vif-APOBEC3G blk: 1%; RXFP1 agonist: 4.2%; TrxR1 substrate: 5%

How did COC(=O)c1cc(S(=O)(=O)Nc2cccc(-c3ccno3)c2)c[nH]1 do in these assays?
USP1 inh: -21%; mIDH1 inhibitor: -12%; GRP78 ERSR act: -3%; Vif-A3F inh: 0%; LDHA block: -15; PI4K2A block: 8; Vif-APOBEC3G blk: -1%

What do the screens show for `O=C(NC1CCS(=O)(=O)C1)c1ccc(Br)s1` (centres undefined)?
USP1 inh: -2%; mIDH1 inhibitor: 5%; GRP78 ERSR act: -2%; Vif-A3F inh: -9%; LDHA block: -7; PI4K2A block: -2; Vif-APOBEC3G blk: -4%; TrxR1 substrate: 8%[57.1 µM]

How did CCC(CC)NC(=O)Nc1ccccc1C do in these assays?
USP1 inh: -6%; mIDH1 inhibitor: 4%; GRP78 ERSR act: -1%; Vif-A3F inh: -4%; LDHA block: -4; PI4K2A block: 0; Vif-APOBEC3G blk: -5%; RXFP1 agonist: 2.3%; TrxR1 substrate: -3%[57.1 µM]

How did Cc1cc(NC(=O)c2ccco2)sc1C do in these assays?
USP1 inh: -7%; mIDH1 inhibitor: 3%; GRP78 ERSR act: -2%; Vif-A3F inh: -3%; LDHA block: -4; PI4K2A block: -13; Vif-APOBEC3G blk: -3%; RXFP1 agonist: 1.9%; TrxR1 substrate: -9%

Results for O=C1C2C3CCC(C3)C2C(=O)N1Cc1ccccc1 (centres undefined) ?
USP1 inh: -10%; mIDH1 inhibitor: -1%; GRP78 ERSR act: -3%; Vif-A3F inh: 0%; LDHA block: -6; PI4K2A block: 0; Vif-APOBEC3G blk: -1%; RXFP1 agonist: 0.9%; TrxR1 substrate: -2%

How did COC(=O)[C@H](CCSC)NC(=O)NCc1cccs1 do in these assays?
USP1 inh: -11%; mIDH1 inhibitor: 6%; GRP78 ERSR act: -5%; Vif-A3F inh: -11%; LDHA block: -4; PI4K2A block: 0; Vif-APOBEC3G blk: -2%; RXFP1 agonist: 0.7%; TrxR1 substrate: 1%

What do the screens show for `Cc1nc2sc(C(c3ccc(F)cc3)N3CCOCC3)c(O)n2n1` (centres undefined)?
USP1 inh: -4%; mIDH1 inhibitor: 0%; GRP78 ERSR act: -5%; Vif-A3F inh: 5%; LDHA block: 0; PI4K2A block: 24; Vif-APOBEC3G blk: 5%; RXFP1 agonist: 0.5%; TrxR1 substrate: -8%

What do the screens show for `CCn1c(SC)nnc1-c1nnc(SC)n1CC`?
USP1 inh: -16%; mIDH1 inhibitor: 1%; GRP78 ERSR act: -6%; Vif-A3F inh: -9%; LDHA block: 2; PI4K2A block: 1; Vif-APOBEC3G blk: -2%; RXFP1 agonist: 0.8%; TrxR1 substrate: 6%

Results for COc1ccc(/C=N/Nc2ncnc3scc(-c4ccccc4)c23)cc1OC ?
USP1 inh: -3%; mIDH1 inhibitor: -7%; GRP78 ERSR act: -3%; Vif-A3F inh: -11%; LDHA block: -5; PI4K2A block: 9; Vif-APOBEC3G blk: 1%; RXFP1 agonist: 1.1%; TrxR1 substrate: -2%[57.1 µM]

How did O=C(NC1CC2CCCC(C1)N2S(=O)(=O)c1ccccc1)c1ccccc1 (centres undefined) do in these assays?
USP1 inh: -17%; mIDH1 inhibitor: 3%; GRP78 ERSR act: -4%; Vif-A3F inh: -12%; LDHA block: -2; PI4K2A block: -3; Vif-APOBEC3G blk: 3%; RXFP1 agonist: 3.1%; TrxR1 substrate: -5%[57.1 µM]

What do the screens show for `O=C(CC1Oc2ccccc2NC1=O)NCCCN1CCCC1=O` (centres undefined)?
USP1 inh: -26%; mIDH1 inhibitor: 7%; GRP78 ERSR act: -3%; Vif-A3F inh: 1%; LDHA block: -2; PI4K2A block: 0; Vif-APOBEC3G blk: -2%; RXFP1 agonist: 0.0%; TrxR1 substrate: 2%

Not all compounds are listed; count on the stated rates, not on these rows.
